# Compound activity (PubChem BioAssay)
# Tb MetRS inh – blocks T. brucei methionyl-tRNA synthetase activity; purified T. brucei MetRS, ATP depletion, Kinase-Glo luminescence; inhibition, % at 11.9 µM; 360,000 compounds, 0.4% hits; AID 624268;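 active = inhibition above a per-plate cutoff of the control wells' mean inhibition plus 3 SD, cut at about 5.5% in these data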;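 note: 0% = DMSO wells median and 100% = median of wells with control inhibitor compound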
#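 Test system – parasite MetRS enzyme · Reagent – substrates ATP, L-methionine and bulk Escherichia coli tRNA · Doses – 11.9 µM compound single dose, 0.9% DMSO · Times – 15 min enzyme-compound preincubation, 2 h reaction, 10 min detection, 25 °C · Signal – Kinase-Glo luminescence, ATP depletion format · Controls – DMSO-only wells as low control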
# CSN deneddyl inh – blocks human CSN-mediated cullin deneddylation; 360,000 compounds, 0.38% hits; Q92905; AID 651999; Purified CSN, SCF-Nedd8-OG deneddylation, fluorescence polarization; inhibition, % at 12.5 µM;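 active = pattern-corrected inhibition above about 35%, with an unprinted fluorescence ratio check between 0.5 and 1.5, limit read from the data, passing the limit was not always enough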;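 note: 0% = enzyme with substrate and 100% = substrate without enzyme; some results filed as inactive read as strong as hits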
#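 Material: purified human Csn5 enzyme expressed in HEK293T cells / Medium: Tris buffer pH 7.5, NaCl, DTT, Tween-20, trehalose, ovalbumin / Compound dosing: 12.5 µM single point / Schedule: 90 min incubation of compound, enzyme and substrate at room temperature / Signal: fluorescence polarization of the substrate / Control set: no-enzyme wells high, enzyme-with-substrate wells low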
# DNMT1 inh – DNMT1 (human) enzyme inhibition | 360,000 compounds, 0.83% hits | AID 588458 | DNMT1 molecular beacon, Hinp1I cleavage, fluorescence | inhibition (reported as % activation of signal), % at 10 µM; in the data active = inhibition above about 50%
# NadD inh – inhibitors of Staphylococcus aureus NadD | inhibition, % at 20 µM | purified NadD enzyme, colorimetric absorbance read-out | 360,000 compounds, 0.78% hits | AID 602399; in the data active = inhibition above about 26%; note: some compounds past the cut are filed as inactive
# Scp-1 inhibitor – blocks human Scp-1 phosphatase activity; Q9GZU7; Recombinant Scp1, phosphopeptide, malachite green phosphate absorbance; inhibition, % at 20 µM; 340,000 compounds, 0.88% hits;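 active = inhibition above about 50% at 20 µM, limit read from the data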;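 note: plate controls were DMSO wells with enzyme for no effect and wells lacking enzyme for full effect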
# Target sequence (Q9GZU7 76-261 limits assumed): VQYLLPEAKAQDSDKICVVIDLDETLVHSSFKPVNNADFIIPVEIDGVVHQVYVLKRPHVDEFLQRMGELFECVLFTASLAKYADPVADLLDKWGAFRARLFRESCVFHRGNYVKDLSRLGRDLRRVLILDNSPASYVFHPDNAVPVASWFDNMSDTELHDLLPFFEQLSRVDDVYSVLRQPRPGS
#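 Test system: SCP-1 phosphatase catalytic domain, residues 76-261 | Compound dosing: One concentration, 20 µM, with 1.0% DMSO | Schedule: 45 min room-temperature reaction, 5 min colour, 30 min stabiliser | Detection: Absorbance at 630 nm | Read-out basis: % inhibition of SCP-1 phosphate liberation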
# STEP inh – STEP (human) phosphatase inhibition; recombinant STEP, OMFP fluorogenic substrate, fluorescence; inhibition, % at 20 µM; 360,000 compounds, 0.25% hits; AID 588621;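 active = inhibition at 20 µM, scaled per plate between control wells, above about 37%, limit read from the data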;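 note: 0% = DMSO with enzyme and substrate and 100% = substrate only without enzyme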
#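 System: STEP phosphatase, cell-free reaction; Buffer or medium: Bis-Tris pH 6.0 buffer with DTT, detergent; Incubation: 20 min at room temperature, dark; Measured by: fluorescence, 480/540 nm.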
# MsrA inhibitor – inhibitors of bovine MsrA | 360,000 compounds, 0.75% hits | AID 651718 | inhibition, % at 15.5 µM | purified bovine MsrA, absorbance read-out; in the data active = inhibition above about 4.5%;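 note: 0% = vehicle wells with enzyme and 100% = reference inhibitor wells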
# SUMO1 PPI mod – alters human SUMO1 binding to SIM partners; AID 602429; SUMO1 binding to a labelled peptide, TR-FRET, 1 h; 360,000 compounds, 0.33% hits; inhibition, % at 20 µM; P63165; in the data active = inhibition above about 37%
# Target sequence (P63165 whole entry, looked up): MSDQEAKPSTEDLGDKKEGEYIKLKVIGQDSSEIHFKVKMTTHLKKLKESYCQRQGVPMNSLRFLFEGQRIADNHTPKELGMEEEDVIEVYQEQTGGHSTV
# LMPTP inh – blocks human LMPTP phosphatase | P24666 | recombinant LMPTP-A, OMFP fluorogenic substrate, fluorescence intensity | inhibition, % at 20 µM | 360,000 compounds, 0.22% hits;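 active = compounds that cut the enzyme signal by at least half of the control window in the single-dose screen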;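 note: plate controls were DMSO wells with enzyme plus substrate for no effect and substrate without enzyme for full effect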
# Target sequence (P24666 whole entry, looked up): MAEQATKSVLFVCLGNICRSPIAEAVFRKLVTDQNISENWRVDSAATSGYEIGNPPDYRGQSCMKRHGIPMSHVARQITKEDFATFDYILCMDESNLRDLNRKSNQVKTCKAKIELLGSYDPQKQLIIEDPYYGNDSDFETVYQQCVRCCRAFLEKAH
#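 Assay system: LMPTP-A, protein tyrosine phosphatase of low molecular weight / Medium: pH 6.0 Bis-Tris buffer with DTT and Triton X-100 / Schedule: 50 min enzyme reaction at room temperature, protected from light / Measured by: endpoint fluorescence intensity from OMFP dephosphorylation / Read-out basis: % inhibition relative to no-enzyme and uninhibited control wells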
# Rpn11 block – inhibitors of human proteasome Rpn11 | human 26S proteasome, Ub4-pepOG fluorescence polarization; 20S core pre-blocked with epoxomicin | O00487 | calls only at 20 µM | AID 588493 | 360,000 compounds, 0.59% hits;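 active = inhibition at 20 µM, scaled to each plate's controls, above about 33%, limit read from the data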
# Target sequence (O00487 whole entry, looked up): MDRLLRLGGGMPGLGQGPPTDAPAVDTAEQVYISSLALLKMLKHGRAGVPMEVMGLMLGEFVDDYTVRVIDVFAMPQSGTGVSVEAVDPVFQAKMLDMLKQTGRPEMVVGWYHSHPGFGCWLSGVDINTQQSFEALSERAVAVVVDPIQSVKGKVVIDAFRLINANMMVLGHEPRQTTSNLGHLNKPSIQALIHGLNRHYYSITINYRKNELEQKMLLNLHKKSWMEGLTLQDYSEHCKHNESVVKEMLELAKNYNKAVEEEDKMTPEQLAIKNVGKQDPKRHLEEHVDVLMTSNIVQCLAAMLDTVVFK
# * hit, by the source's call; i = inactive; . = no result given.
SMILES,Tb MetRS inh,CSN deneddyl inh,DNMT1 inh,NadD inh,Scp-1 inhibitor,STEP inh,MsrA inhibitor,SUMO1 PPI mod,LMPTP inh,Rpn11 block
COCCNC(=O)Cn1ccc2cc(S(=O)(=O)N3CCCCC3)ccc21,0.1,-4,0,7,-7,3,1.2,1,-0.2,i
O=C(COC(=O)/C=C/c1ccc([N+](=O)[O-])cc1)NCC1CCCCC1,-0.3,3,9,0,-2,1,-0.6,-20,0.9,i
O=C(COC(=O)C1C2CC3OC(=O)C1C3C2)Nc1ccc(F)cc1 (centres undefined),0.3,-1,3,2,-8,-2,-1.1,3,-2.3,i
C=CCn1c(O)c(N=Nc2nc3ccccc3c(=O)n2-c2ccccc2)c2ccccc21,0.0,-1,2,1,-1,0,0.9,-7,-0.3,i
O=C1CCC(C(=O)N2CCCCO2)CN1CCc1ccccc1 (centres undefined),0.1,-6,1,-6,-6,2,-0.7,-2,-0.7,i
CCCCCCOC(=O)Sc1nc2ccccc2o1,-0.5,2,26,5,-10,0,0.9,-3,1.7,i
N=c1sccn1CC(=O)Nc1ccc(S(=O)(=O)N2CCOCC2)cc1,-0.9,8,4,4,-10,1,-1.0,-1,2.2,i
O=[N+]([O-])c1ccc(NC(=S)N2CCCC2)cc1,1.3,2,1,-5,-2,-2,0.5,-25,-0.4,i
Cc1cc(C)c(SCCc2ccncc2)c(C)c1,-0.4,1,1,-4,-2,-1,-0.4,4,-2.2,i
Nc1ccn(Cc2ccc(F)cc2)n1,0.0,0,0,8,1,-2,-0.6,76*,-1.0,i
COc1ccc(CCNC(=O)COC(=O)C23CC4CC(CC(C4)C2)C3)cc1,-1.4,-1,-3,-5,-5,0,-0.9,0,0.8,i
O=C(C1=C(O)C(=O)N(c2ncccn2)C1c1cccc(Cl)c1)c1ccco1 (centres undefined),-0.3,14,2,-2,3,4,0.8,-4,-0.9,i
CC1CCN(Cc2cc(=O)oc3cc(O)c(Cl)cc23)CC1,0.8,-6,-1,1,-4,1,2.2,-15,-5.1,i
CCOC(=O)N=Nc1c(O)n(C)c2ccccc12,0.1,-1,3,2,-10,0,1.5,-17,0.4,i
CNC(=O)c1c(Cl)cnn1-c1ccc(F)cc1,1.0,-1,5,-3,-4,-2,1.7,-3,-0.7,i
CCCCC[n+]1ccn(C2=C([O-])c3ccccc3C(=O)/C2=N\S(=O)(=O)c2ccc(Cl)cc2)c1,0.2,-2,-9,6,5,-2,0.5,-29,1.2,i
CN(C)C1CN(Cc2cn(Cc3ccc(F)cc3)nn2)S(=O)(=O)C1 (centres undefined),-0.1,4,.,-1,.,.,0.1,2,-0.4,.
Cn1nccc1-c1coc2c(C(=O)NCC3CCOCC3)cccc12,-0.2,-5,-1,-4,.,1,0.0,-1,-0.8,i
COc1cc(/C=C2/C(=O)NN(c3cccc(C)c3)C2=O)ccc1OC(=O)c1ccco1,0.5,-5,7,19,15,13,-0.8,10,9.5,i
CC(C)NC(=O)N(C)C[C@H]1Oc2ccc(NC(=O)Cc3ccccc3)cc2C(=O)N([C@H](C)CO)C[C@@H]1C,-2.1,6,2,-2,8,1,0.4,-6,-1.6,i
CCCCNC(=O)c1cn(C)c2ccc(S(=O)(=O)N3CC(C)CC(C)C3)cc2c1=O (centres undefined),-1.1,3,-1,-10,1,3,.,3,0.8,i
O=C(O)Cn1cc(C(=S)N2CCOCC2)c2ccccc21,-0.7,3,5,-1,0,2,1.7,-1,-2.2,i
Cc1c(C(=O)NCCSc2ccc(Cl)cc2)cccc1[N+](=O)[O-],-0.4,-22,-2,-7,-5,1,-1.6,-5,-0.3,i
S=C(NCc1cccs1)Nc1cccc2ccccc12,-0.4,3,1,-8,-6,4,-0.6,-12,0.2,i
Cc1ccc(N(C(=O)Cn2nnc(-c3ccccc3F)n2)C(C(=O)NC2CCCC2)c2ccncc2)cc1 (centres undefined),0.1,3,49,3,3,1,-0.8,-4,-0.4,i
Cn1cnnc1SCC(=O)N1N=C(c2ccc(Cl)cc2)CC1c1ccco1 (centres undefined),-0.3,-4,0,-3,-3,2,0.1,-5,-0.7,i
C#CCOCCOCCOCCNc1nc(N2CCN(C(=O)[C@H](CCC(=O)O)n3cc(C(N)Cc4ccc(O)cc4)nn3)CC2)nc(N2CCN(C(=O)[C@H](CCC(=O)O)n3cc(C(N)[C@H](C)CC)nn3)CC2)n1 (some centres undefined),0.1,-4,15,3,2,-4,.,12,-4.8,i
CC1(C)CC(N2CCCC2)=CC(=[N+]2CCCCC2)C1,0.9,0,0,7,1,-2,5.7*,2,-1.1,i
Cc1cc(C)c(NC(=S)N2CCN(c3ccc([N+](=O)[O-])cn3)CC2)cc1C,-0.9,4,4,-1,0,3,1.8,0,1.8,i
C/C(=N\NC(=O)c1nnn(-c2nonc2N)c1CN(C)C)c1ccco1,0.0,6,1,-3,-6,-1,1.9,-2,-1.7,i
CN(CC(=O)N1CCN(c2ncccn2)CC1)S(=O)(=O)c1ccc(Cl)cc1,-0.5,-4,5,3,-6,2,-0.3,-2,0.0,i
CS(=O)(=O)c1ccccc1C(=O)Nc1cccc2ncccc12,-0.8,-1,-3,-1,1,-4,0.2,3,-0.2,i
Cc1nc(NCc2ccco2)[nH]c(=O)c1CCC(C)C,0.3,4,1,-2,-3,-1,1.5,-3,0.3,i
Cc1ccc(S(=O)(=O)NC(=O)C2(C)CCN2C(=O)c2ccccc2CCc2ccccc2)nc1 (centres undefined),-0.1,-1,8,2,.,-3,0.5,7,-1.8,i
Cc1ccc(C)c2c1CCCC2=O,-0.3,-4,1,-5,.,-1,1.5,-2,-3.9,i
CCOC(=O)c1c(C)[nH]c(C(=O)OCC(=O)Nc2cc(C)ccc2OC)c1C,-0.4,7,62*,-2,-4,3,0.7,-3,-1.1,i
Nc1cc(C(=O)OCC(=O)N2CCOCC2)ccc1Cl,0.1,4,0,-2,-4,1,1.0,4,1.3,i
CCOC(=O)CSCC(=O)Nc1c(C(=O)C2CC2)oc2ccccc12,-1.4,2,2,-3,-6,-2,0.1,-13,-0.4,i
Cc1oc2cc3oc(=O)c(CC(=O)N[C@H](C(=O)N[C@@H](C(=O)O)c4ccccc4)C(C)C)c(C)c3cc2c1C,-2.2,-1,0,7,7,0,1.7,8,1.0,i
COC(=O)c1cccc2c(C(=O)O)cc(-c3ccccc3)nc12,0.2,3,-9,4,-3,3,0.7,19,-1.2,i

# Profiles as entered above. Screens in order: Tb MetRS inh | CSN deneddyl inh | DNMT1 inh | NadD inh | Scp-1 inhibitor | STEP inh | MsrA inhibitor | SUMO1 PPI mod | LMPTP inh | Rpn11 block
# Cc1ccc(N(C(=O)Cn2nnc(-c3ccccc3F)n2)C(C(=O)NC2CCCC2)c2ccncc2)cc1 (centres undefined) is entered as 0.1 | 3 | 49 | 3 | 3 | 1 | -0.8 | -4 | -0.4 | i
# CC1(C)CC(N2CCCC2)=CC(=[N+]2CCCCC2)C1 is entered as 0.9 | 0 | 0 | 7 | 1 | -2 | 5.7* | 2 | -1.1 | i
# Cc1nc(NCc2ccco2)[nH]c(=O)c1CCC(C)C is entered as 0.3 | 4 | 1 | -2 | -3 | -1 | 1.5 | -3 | 0.3 | i

# Among those listed so far, these contain an aryl thioether with sulfur outside any ring.
SMILES,Tb MetRS inh,CSN deneddyl inh,DNMT1 inh,NadD inh,Scp-1 inhibitor,STEP inh,MsrA inhibitor,SUMO1 PPI mod,LMPTP inh,Rpn11 block
Cc1cc(C)c(SCCc2ccncc2)c(C)c1,-0.4,1,1,-4,-2,-1,-0.4,4,-2.2,i
Cc1c(C(=O)NCCSc2ccc(Cl)cc2)cccc1[N+](=O)[O-],-0.4,-22,-2,-7,-5,1,-1.6,-5,-0.3,i
Cn1cnnc1SCC(=O)N1N=C(c2ccc(Cl)cc2)CC1c1ccco1 (centres undefined),-0.3,-4,0,-3,-3,2,0.1,-5,-0.7,i

# Following part:
SMILES,Tb MetRS inh,CSN deneddyl inh,DNMT1 inh,NadD inh,Scp-1 inhibitor,STEP inh,MsrA inhibitor,SUMO1 PPI mod,LMPTP inh,Rpn11 block
COc1ccc(-c2csc3nc(-c4ccccc4F)oc(=O)c23)cc1OC,-0.5,4,2,-6,-20,1,1.3,10,2.3,i
CCOC(=O)c1nc(C)n(-c2cc(OC)c(Cl)cc2Cl)n1,-0.1,0,3,2,-7,3,0.0,0,-0.4,i
O=C1CSCC(=O)N1Cc1ccc(Cl)c(Cl)c1,-0.7,3,0,-7,-9,0,2.2,2,-0.4,i
O=C(COC(=O)C12CC3CC(CC(O)(C3)C1)C2)NCCc1ccc(Cl)cc1,-0.6,3,8,-3,6,-2,0.6,4,-0.2,i
O=C(CN1CCN(c2cccc(Cl)c2)CC1)c1ccc(O)cc1O,-0.2,-2,2,-4,0,1,2.2,1,-1.5,i
COc1ccc(Cl)cc1NC(=O)CSc1nnc(C2CC2)n1N,-0.1,1,-2,-5,-4,6,-0.4,4,-0.3,i
O=C(NCCCn1ccnc1)c1ccccc1NS(=O)(=O)c1ccc(F)c(F)c1,-0.6,2,-1,2,-4,0,2.0,3,-1.6,i
CCOC(=O)c1ccc(S(=O)(=O)N2CCN(C3CC(=O)N(c4ccccc4C(F)(F)F)C3=O)CC2)cc1 (centres undefined),-0.3,-4,0,10,-6,-1,-0.2,1,1.9,i
O=C(Nn1cnc2ccccc2c1=O)c1ccc([N+](=O)[O-])cc1Cl,-0.1,-3,2,0,0,-1,0.7,-9,-0.6,i
Cc1nn(CC(=O)NNC(=O)c2ccccc2F)c([N+](=O)[O-])c1Br,-0.1,1,-1,3,-11,-2,-0.5,-16,-2.2,i
C=CCNC(=O)C1CC2Cn3c(nc4cc5ccccc5cc43)C2N1C (centres undefined),-0.3,-1,-7,1,2,0,1.7,7,-0.2,i
COc1ccc(NC(=O)CN2C(=O)NC(C)(c3ccc4c(c3)OCO4)C2=O)cc1S(N)(=O)=O (centres undefined),0.1,4,0,5,-15,1,-0.8,4,-0.9,i
CCCCCC(=O)Nc1cccc(C2=NOC3(C2)C[C@H](C(N)=O)N(C(=O)COc2ccc(Cl)cc2)C3)c1 (some centres undefined),-0.2,29,-2,5,2,1,-0.5,-2,0.2,i
Cc1ccc(C)c(NC(=S)NCCc2ccc(F)cc2)c1,-0.7,-1,-2,-4,1,0,-0.4,0,3.1,i
O=C(NC1CCCCC1)c1ccc(-n2cnnn2)cc1,-0.4,1,0,-3,-12,2,-0.4,15,-1.5,i
Cc1ccc(OCCN2CCN(c3ncnc4sc(C)c(C)c34)CC2)cc1,-0.5,-1,-6,0,5,-2,0.7,4,0.5,i
